Source: PubChem (National Center for Advancing Translational Sciences (NCATS))
ELG1 repair inh – qHTS screen for small molecules that inhibit ELG1-dependent DNA repair in human embryonic kidney (HEK293T) cells expressing luciferase-tagged ELG1 | AID 504467, 2011 | Potency, µM (highest dose often 46.1 µM), for inactives: at the highest dose activity change, negative = inhibition, hits mostly inhibitors | HEK293T ELG1-luciferase reporter, luminescence, 16 h; DNA damage induced by 5-fluorouridine | hit rate 2.3% among 330,000; note: potency is the fitted concentration of half-maximal effect; % is set by controls: 0 for no effect and ±100 for the full control effect; nearly all actives have a fitted effect of over 55% in size
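Step one: seed 2,000 cells per well. Step two: pin-transfer compound or DMSO alongside 5-fluorouridine. Step three: incubate 16 hr, 37 °C, 5% CO2. Step four: add ONE-Glo, wait 30 min, read luminescence.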
BRCA1 expr act – qHTS Assay to Identify Small Molecule Activators of BRCA1 Expression; MCF7-BRCA1-FFLuc reporter, luminescence, 48 h; response scale: scaled: vehicle 0%, 10 µM genistein 100%; Potency, µM (highest dose often 46.1 µM), without a hit: at the top dose activation, actives largely listed as activators; hit rate 1.1% among 380,000; AID 624202, 2012; note: potency is the fitted concentration of half-maximal effect; nearly all actives have a fitted effect of over 80% in size; some results filed as inactive show a strong effect at the top dose
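48 h compound treatment of MCF7-BRCA1-FFLuc cells (phenol-red free MEM, 37 °C), then 15 min with luciferase substrate and luminescence imaging.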
PTAP TSG101 blk – qHTS Assay for Iinhibitors of HIV-1 Budding by Blocking the Interaction of PTAP/TSG101. Tumor susceptibility gene 101 protein (Homo sapiens), Q99816. 340,000 tested, under 10 active. AID 493005, 2010. Fluorescence polarization, FITC-PTAP peptide / Tsg101 binding. Potency, µM (series often up to 115 µM), without a hit: at the top dose activity change, negative = inhibition, hits mostly inhibitors; active = well fitted inhibition curve with a large enough effect in the main read-out, with a control signal flat, not every such curve was filed as active; inconclusive = small, poorly fitted or top-dose-only effect, or effect the other way, or a change in a side signal; inactive = no such curve, though single readings can be large or run the other way; note: potency is the fitted concentration of half-maximal effect; % of control where 0% means no effect
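Fluorescence polarization binding of Tsg101 binding domain (10 uM final) to FITC-labeled PTAP peptide (50 nM final) in HEPES pH 7.5 buffer with NaCl, Tween 20, EDTA, TCEP. Compounds added before peptide; binding 20 min at RT.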
TCR act – Activators of T cell receptors: qHTS campaign; primary human leukocytes, anti-CD3, IL-2 HTRF, 48 h; 330,000 tested, under 10 active; Potency, µM (doses to about 9.22 µM), for the others: at the highest dose activation of IL-2 secretion, most hits filed as activators; note: % of control where 0% means no effect
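48 hr co-incubation of compounds, a-CD3 beads and primary human leukocytes; IL-2 quantified homogeneously by HTRF with anti-IL-2 K and d2 conjugates.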
TRPV1 ag – HTS Assay for Compounds that Act as Agonists of the Vanilloid Receptor 1; TRPV1-expressing cells, Fluo-8 calcium influx, agonist mode; activation, % at 8.33 µM; hit rate 0.19% among 320,000; AID 540275, 2011; in the data active = activation above about 80%; inconclusive = between about 30% and that limit; note: 0% is about no effect
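Cells expressing TRPV1 were dye-loaded with Fluo-8 and read kinetically: 10 s baseline, 3 min after compound (agonist portion), then 2 min after EC20 capsaicin (allosteric enhancer portion). Calcium-bound dye fluorescence at 480/520 nm.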
Integrin act MD – qHTS for Activators of Integrin-Mediated Alleviation for Muscular Dystrophy | hit rate 0.064% among 350,000 | Potency, µM (doses to about 38.3 µM), inactives show at the top dose activation, most hits filed as activators | AID 624291, 2012 | alpha7betagal myoblasts, beta-gal FDG fluorescence, 48 h;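 note: potency is the fitted concentration of half-maximal effect; 100% = response of the positive control SU9516; nearly all actives have a fitted effect of over 60% in size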
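Alpha7betagal+/- myoblasts (passage 13) were plated 16-24 hr, then exposed to compounds (1:260 dilution of DMSO stock) for 48 hours at 37C. After MPER lysis, β-galactosidase reporter activity was read as FDG fluorescence (ex 480/em 540) after 30 minutes.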
AT treatment – qHTS Assay for Identifying a Potential Treatment of Ataxia-Telangiectasia. hit rate 0.19% among 320,000. […] A-T fibroblasts, KAP-1 phosphorylation AlphaLISA; neocarzinostatin DNA damage 30 min before lysis. Potency, µM (series often up to 57.5 µM), for the others: at the top dose activation, actives largely listed as activators; note: potency is the fitted concentration of half-maximal effect; % of control where 0% means no effect; nearly all actives have a fitted effect of over 45% in size
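ATM-like activity read as KAP-1 phosphorylation via AlphaLISA donor/acceptor antibody pairs after lysis and 6 hr at 25C. Cells were ATM-null patient fibroblasts ([…], hTERT), dosed 60 min, then exposed to the DSB inducer NCS for 30 min.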
B2AR arrestin – qHTS assay of beta-arrestin-biased ligands of beta2-adrenergic receptor; Potency, µM (highest dose often 46.1 µM), for the others: at the top dose activation, most hits filed as activators; beta-arrestin recruitment to beta2AR, cell-based reporter; AID 492947, 2010; hit rate 0.02% among 330,000;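 note: potency is the fitted concentration of half-maximal effect; 0% = DMSO controls and full agonism = EC100 isoproterenol or metaproterenol; nearly all actives have a fitted effect of over 65% in size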
CXXC DNA block – qHTS Fluorescence Polarization Assay for Inhibitors of MLL CXXC domain - DNA interaction. Potency, µM (highest dose often 115 µM), without a hit: at the highest dose activity change, negative = inhibition, most hits filed as inhibitors. MLL-CXXC / FITC-HOXA9 DNA fluorescence polarization. AID 2662, 2010. hit rate 0.037% among 290,000. Histone-lysine N-methyltransferase 2A (Homo sapiens), Q03164; active = well fitted inhibition curve with a large enough effect in the polarisation, with a control signal flat, not every such curve was filed as active; inconclusive = small, poorly fitted or top-dose-only effect, or effect the other way, or a change in a side signal; inactive = no such curve, though single readings can be large or run the other way; the % refers to the polarisation; note: potency is the fitted concentration of half-maximal effect
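Purified MLL-CXXC (added from a 7 uM solution) was preincubated 5 min at ambient with pinned compounds in 50 mM Tris-HCl pH 7.5, 50 mM NaCl, 1 mM DTT, 0.05% BSA. Fluorescein-labeled HOX-A9 DNA (50 nM solution) followed, 30 min, then polarization read.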
p53 reactivator – qHTS assay for re-activators of p53 using a Luc reporter | Potency, µM (highest dose often 92.2 µM), for inactives: at the highest dose activity change, positive = activation, usual class: activators | hit rate 0.063% among 320,000 | H1299 p53-A138V BP100-luciferase reporter, luminescence, 24 h; note: potency is the fitted concentration of half-maximal effect; % of control where 0% means no effect; nearly all actives have a fitted effect of over 45% in size
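H1299 (p53-null), stable ts p53-A138V + BP100-Luc; 1000 cells/well, Opti-MEM/10% FBS; cpd 4 pt, 1:5; 24 h, 37 deg C, 5% CO2; detection reagent 10 min RT; luminescence.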
An asterisk follows results filed as active; u = inconclusive; x = no result given; & = joins results of further samples; ! = not active in a repeat; [ ] = dose if it differs, or a comment. Unless noted, calls come from the whole dose curve; as a rule, active = well fitted curve in the direction sought with a large enough effect; inconclusive = small, poorly fitted or top-dose-only effect, or another doubt; inactive = no such curve, though single readings can be large; an effect the other way counts as inactive or inconclusive.

SMILES | ELG1 repair inh | BRCA1 expr act | PTAP TSG101 blk | TCR act | TRPV1 ag | Integrin act MD | AT treatment | B2AR arrestin | CXXC DNA block | p53 reactivator
NC(=O)NCCCC(=O)O | 7.9% | 37.0% | -1.4% | 1.2% | 5.4 | 11.6% | -3.0% | 0.0% | x | 11.5%
COc1cc2c(cc1OC)CN(C(=O)CSc1nc3[nH]ncc3c(=O)n1-c1ccccc1)CC2 | -28.6% | 2.3% | -0.8% | -0.3% | -4.6 | 7.7% | 4.4% | -0.4% | -2.4% | -2.7%
COc1ccc2c(c1)nc(SCC(=O)c1cccs1)n2C | u | -33.4% | -3.3% | 0.7% | -2.1 | 0.7% | 6.2% | -1.7% | 1.0% | 20.3%
COc1cccc(C(=O)NCC(=O)N/N=C/c2cccs2)c1 | 7.0% | 17.8% | -1.9% | 0.3%[46.1 µM] | 2.8 | -3.3% | -0.3% | 0.0% | -2.4% | -11.6%
C1CCc2nc3c(nc2C1)CCCC3 | 4.0% | 34.6% | -4.1% | 9.2% | -0.8 | 25.2% | 4.7% | -0.9% | -0.9% | 4.3%
Cc1cc(C)nc(NS(=O)(=O)c2ccc(NC(=O)C(C)Oc3ccccc3F)cc2)n1 (stereo not given) | 16.1% | -5.0% | -1.1% | 2.1% | 1.0 | 0.0% | 6.8% | -0.9% | -4.2% | 0.8%
CNC(=O)C12CC3CC(C1)CC(c1ccc(C)cc1)(C3)C2 | -1.2% | -9.8% | 0.7% | -1.9% | 2.7 | 3.3% | -4.9% | 0.5% | 3.8% | 12.8%
Fc1ccc2cnc(-c3ccccc3)c(-c3cc(C(F)(F)F)cc(C(F)(F)F)c3)c2c1 | 5.8% | -36.8% | 19.3% | 0.5% | x | 0.0% | 3.2% | -0.3% | x | 21.0%
Cn1cccc1-c1cc(C(=O)N/N=C/c2ccccc2Cl)[nH]n1 | u | 8.91µM* | -9.7% | -28.4% | -0.3 | 0.6% | -1.8% | -0.4% | 4.9% | u
COc1cccc(CCC(=O)N(C)C2CCCN(Cc3ccccc3F)C2)c1 (stereo not given) | -6.5% | -12.2% | -3.7% | -5.5% | 9.6 | 9.7% | 4.9% | -0.1% | 8.8% | 0.8%
CC(C)(C)C(=O)Cn1c[n+](N)cn1 | 14.8% | -12.0% | -3.6% | -1.6% | 1.5 | 23.4% | 8.1% | -0.4% | 16.1% | 16.3%
COc1ccc(NC(=O)c2ccc(NC(=O)CSc3nc(N)cc(=O)[nH]3)cc2)cc1 | u | 32.9% | -2.5% | -2.6% | -2.0 | -21.8% | 2.1% | -1.6% | x | u
C[C@H](CO)N1C[C@H](C)[C@@H](CN(C)S(=O)(=O)c2ccc(F)cc2)Oc2ccc(NC(=O)Nc3ccccc3)cc2C1=O | 23.1µM* | 0.0% | -2.0% | -3.9% | x | -22.9% | 9.0% | -2.4% | x | 1.7%
COC(=O)c1nn2c(C(F)(F)F)cc(-c3ccc(Br)o3)nc2c1Br | 16.9% | -26.1% | 1.0% | 3.2% | -0.2 | -11.1% | 3.9% | -0.6% | 40.7%[activator] | 0.6%
Cc1cccc(NC(=S)NCc2ccc3[nH]c4c(c3c2)CCCC4)c1 | -9.7% | -44.2% | -1.7% | -3.8% | 1.3 | -47.3%[inhibitor] | -5.5% | -0.8% | 7.0% | 4.7%
O=C(COC(=O)/C=C/c1ccc(Cl)cc1Cl)NCC1CCCO1 (stereo not given) | 1.8% | -3.0% | -2.6% | 11.8% | x | -49.5%[inhibitor] | 2.6% | -1.0% | x | 6.9%
Cc1ccc(S(=O)(=O)N(CC(=O)c2ccccc2)C(=O)N2CCN(C)CC2)cc1 | 11.3% | 15.6% | -1.6% | 1.5% | -1.3 | 19.7% | -4.1% | -0.1% | x | -2.3%
CCOc1ccc(C(=O)O/N=C(\N)c2ccccn2)cc1OCC | u | u | -3.5% | 2.3% | -3.5 | -33.8% | 2.5% | -0.7% | 23.7% | u
CCOC(=O)[C@H]1[C@H]2COc3ccc(Cl)cc3[C@@H]2N2C(=O)CN(Cc3ccc(OC)cc3)C(=O)[C@@]12C | u | 0.0% | -1.4% | -4.9% | u | -0.7% | 2.0% | 0.3% | x | -18.5%
Cc1ccccc1S(=O)(=O)Cc1ccc(C(=O)NCCN(CC(C)C)CC(C)C)o1 | -11.4% | 4.8% | -3.9% | 5.1% | -3.8 | 9.5% | 13.6% | 0.3% | 9.9% | -2.3%
Cc1ccc(-c2csc3nc[nH]c(=O)c23)cc1 | 8.4% | 12.4% | -6.2% | -43.5% | -4.2 | 0.0% | 1.2% | 0.0% | 7.7% | -1.1%
CCOc1ccc(-n2c(C)c(C(C)=O)c3cc(OC(C)=O)ccc32)cc1 | 6.51µM* | -27.0% | -1.6% | -3.6% | 0.5 | u | -0.4% | -0.6% | 4.4% | x
CCCCOc1ccc(C(=O)N2CCCCCC2)cc1 | u | 98.7% | -7.0% | -16.6% | u | 17.2% | -7.4% | 0.3% | -8.8% | 19.0%
Oc1cccnc1CN1CCCCC1 | x | 4.4% | -0.6% | 4.1% | x | -2.7% | x | x | x | x
CCn1cc(C(=O)NCCCN2CCCC(C)C2)c(=O)c2cc(S(=O)(=O)N(C)C3CCCCC3)ccc21 (stereo not given) | 7.6% | 0.0%&17.1% | -3.9% | -0.8% | -1.2 | 0.0% | 4.7% | 0.2% | 8.8% | -1.1%
CCN(CC)CCNC(Cc1ccccc1)c1cccc(OC)c1 (stereo not given) | x | -9.4% | -4.3% | 4.7% | x | -8.9% | x | x | x | x
COc1ccc(-c2csc(NC(=S)NC(=O)/C=C/c3ccco3)n2)cc1OC | u | -75.6% | -2.3% | -1.5%[46.1 µM] | -0.9 | -27.9% | 3.7% | -0.9% | -11.5% | -7.7%
COc1ccc(C(=O)N2CCc3cc(OC)c(OC)cc3C2c2cccc([N+](=O)[O-])c2)cc1OC (stereo not given) | -23.0% | -13.9% | 0.5% | -2.4% | -3.0 | 3.0% | -17.8% | -0.6% | 5.7% | 1.9%
CC1(C)CC(=O)C2=C(C1)NCN(Cc1ccccc1)C2 | 0.0% | 0.9% | -0.3% | 2.8% | 3.6 | 31.2% | -7.7% | 0.4% | 5.5% | 5.0%
Cc1nc2ccccc2nc(=O)c1NNc1ccccc1 | u | 5.01µM*! | 0.2% | 2.3%[46.1 µM] | 19.3&17.1 | 1.8% | 8.3% | -0.3% | 0.3% | u

Ordered by the number under CXXC DNA block (falling): some entries from above
SMILES,BRCA1 expr act,PTAP TSG101 blk,TCR act,TRPV1 ag,Integrin act MD,B2AR arrestin,CXXC DNA block,p53 reactivator
CCOc1ccc(C(=O)O/N=C(\N)c2ccccn2)cc1OCC,u,-3.5%,2.3%,-3.5,-33.8%,-0.7%,23.7%,u
Cc1ccccc1S(=O)(=O)Cc1ccc(C(=O)NCCN(CC(C)C)CC(C)C)o1,4.8%,-3.9%,5.1%,-3.8,9.5%,0.3%,9.9%,-2.3%
COc1ccc(-c2csc(NC(=S)NC(=O)/C=C/c3ccco3)n2)cc1OC,-75.6%,-2.3%,-1.5%[46.1 µM],-0.9,-27.9%,-0.9%,-11.5%,-7.7%

Continuation:
SMILES | ELG1 repair inh | BRCA1 expr act | PTAP TSG101 blk | TCR act | TRPV1 ag | Integrin act MD | AT treatment | B2AR arrestin | CXXC DNA block | p53 reactivator
OCCCNC(=S)Nc1ccc(Oc2ccccc2)cc1 | 27.9% | 0.0% | -0.2% | 1.0%[46.1 µM] | 18.2 | -25.9% | 1.4% | -0.9% | -1.4% | 14.5%
Cc1[nH]c2ccccc2c1/C=C(\C#N)C(=O)NCC1CCCO1 (stereo not given) | -18.3% | 36.7% | -6.2% | 4.4% | 4.8 | u | -0.5% | 0.0% | -9.3% | -2.1%
O=C(O)Cn1cc(/C=C/[N+](=O)[O-])c2ccccc21 | 8.0% | -17.8% | -0.2% | -7.9% | -0.4 | -5.1% | 2.2% | -0.1% | -27.6% | -0.9%
O=C(CN1C(=O)NC2(CCCCC2)C1=O)N1CCN(c2ncccn2)CC1 | 24.2% | 9.8% | 0.8% | -1.7% | 0.4 | 19.0% | 1.6% | 0.5% | x | 6.4%
CC(=O)c1c(C)[nH]c(C(=O)NCCCN2CCCC2)c1C | -7.8% | -2.8% | -6.2% | 1.2% | -0.4 | -10.3% | 1.8% | 0.0% | -17.5% | 4.4%
COC(=O)c1cnc(SCc2ccc(C)cc2)n1C | u | u | -2.2% | -5.8% | -2.0 | 11.1% | 3.2% | -0.1% | -2.0% | 11.7%
